SENP8 inh = SENP8 protease inhibition. Q96LD8. purified SENP8, Z-RLRGG-aminoluciferin cleavage, luminescence. inhibition, % at 10 µM. 1.2% of 330,000 active
Target sequence (Q96LD8 whole entry, looked up): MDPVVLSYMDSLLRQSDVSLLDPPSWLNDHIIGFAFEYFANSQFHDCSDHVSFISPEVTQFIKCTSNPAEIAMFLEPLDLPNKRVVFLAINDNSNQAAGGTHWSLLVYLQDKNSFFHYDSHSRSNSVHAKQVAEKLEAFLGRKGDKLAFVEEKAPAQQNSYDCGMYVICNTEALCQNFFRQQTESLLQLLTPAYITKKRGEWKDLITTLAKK
697 NFkB inh = lowers PMA/ionomycin-induced NF-kB signal in 697 B cells. 0.33% of 330,000 active. inhibition, % at 4 µM. 697 B-cell NF-kB luciferase reporter, 16 h; in the data active = inhibition above about 35%
Jurkat NFkB inh = inhibitors of the PMA/ionomycin-induced NF-kB reporter in Jurkat cells; PMA/ionomycin-induced NF-kB luciferase reporter, luminescence; inhibition, % at 4 µM; 0.53% of 330,000 active; AID 435003
UBC13 polyUb = inhibitors of human UBC13 polyubiquitin chain formation | P61088 | TR-FRET | inhibition, % at 20 µM | 0.47% of 330,000 active; in the data active = inhibition above about 45%, passing the limit was not always enough; inconclusive = no clear call, values can overlap the other calls
EBI2 antag = antagonists of human EBI2 receptor; P32249; EBI2 beta-arrestin recruitment, luminescence, 7a,25-OHC stimulated; 0.81% of 360,000 active; inhibition, % at 5 µM; in the data active = inhibition above about 38%;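 note: enzyme fragment complementation signal reports receptor beta-arrestin coupling in cells; 0% = agonist plus DMSO wells and 100% = wells without agonist; some results beyond the cut were filed as inactive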
Target sequence (P32249 whole entry, looked up, the tested form may be a part): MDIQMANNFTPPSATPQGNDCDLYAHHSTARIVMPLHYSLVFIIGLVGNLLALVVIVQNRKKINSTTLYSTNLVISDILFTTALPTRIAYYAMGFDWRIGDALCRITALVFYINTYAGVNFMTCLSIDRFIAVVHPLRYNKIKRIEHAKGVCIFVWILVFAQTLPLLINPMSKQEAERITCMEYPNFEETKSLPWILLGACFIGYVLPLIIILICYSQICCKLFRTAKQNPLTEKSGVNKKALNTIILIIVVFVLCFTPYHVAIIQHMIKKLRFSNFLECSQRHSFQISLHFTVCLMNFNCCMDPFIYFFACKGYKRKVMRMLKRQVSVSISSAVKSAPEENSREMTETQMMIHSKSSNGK
Gli-Sufu antag = blocks Gli-Sufu signaling in a luciferase reporter; Sufu-KO-LIGHT fibroblasts, Gli luciferase reporter luminescence; inhibition, % at 5 µM; 0.74% of 340,000 active; AID 588413;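 active = inhibition above about 55%, limit read from the data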;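 note: 0% = DMSO-treated cells and 100% = wells with medium but no cells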
Apaf1 inhib = human Apaf-1 inhibition | reconstituted apoptosome caspase-3 activity, DEVD-Rh110 fluorescence | inhibition, % at 20 µM | 0.71% of 330,000 active | AID 489030; active = inhibition of at least 40% at 20 µM;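 note: plate controls were DMSO wells for no effect and DEVD-CHO caspase inhibitor wells for full effect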
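System – cell-free apoptosome with Apaf-1, procaspase-3 and caspase-9 · Buffer or medium – pH 7.5 Hepes buffer with CHAPS, BSA, DTT · Also added – cytochrome c with DEVD-Rh110 · Times – 30 min compound preincubation, 50 min activation, room temperature · Technique – Rh110 fluorescence intensity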
CCR6 antag = blocks CCL20-driven beta-arrestin recruitment at human CCR6; P51684; CHO-K1 CCR6 PathHunter beta-arrestin, luminescence, CCL20-stimulated; inhibition, % at 20 µM; 0.49% of 340,000 active;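 active = compounds whose inhibition of the agonist-driven luminescence signal at 20 µM reaches about 50%, limit read from the data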;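 note: cells stimulated with CCL20 at 14 nM final; plate controls were DMSO with CCL20 for no effect and DMSO without agonist for full effect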
Target sequence (P51684 whole entry, looked up): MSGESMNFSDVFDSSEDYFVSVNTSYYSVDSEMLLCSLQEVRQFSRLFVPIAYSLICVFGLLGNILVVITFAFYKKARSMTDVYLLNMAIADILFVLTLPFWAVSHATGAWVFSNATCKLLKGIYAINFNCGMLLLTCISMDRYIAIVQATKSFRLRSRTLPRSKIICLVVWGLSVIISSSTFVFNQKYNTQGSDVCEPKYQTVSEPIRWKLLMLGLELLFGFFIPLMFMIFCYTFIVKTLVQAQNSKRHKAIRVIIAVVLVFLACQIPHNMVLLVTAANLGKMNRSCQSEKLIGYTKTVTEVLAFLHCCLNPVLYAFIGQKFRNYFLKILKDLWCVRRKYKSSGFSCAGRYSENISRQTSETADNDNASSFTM
Numbers without * were called inactive; ? = inconclusive; . = no result given. Cut-off read from the data, not from the text of the source, unless noted: active = inhibition above about 50%; inactive = the rest.

SMILES | SENP8 inh | 697 NFkB inh | Jurkat NFkB inh | UBC13 polyUb | EBI2 antag | Gli-Sufu antag | Apaf1 inhib | CCR6 antag
Cc1ccc(/C=C2/SC(=S)N(CCC(=O)N3CCN(C)CC3)C2=O)cc1 | -8.0 | 4.8 | -2.5 | -6.3 | 1.3 | 0.0 | 8.3 | -7.0
Cc1c(C=O)c(=O)n(-c2ccccc2)n1-c1ccccc1 | 0.4 | -23.1 | -4.1 | -14.0 | -3.4 | -3.9 | 1.6 | -1.1
CCOC(=O)Cc1csc(SCC(=O)NC(C)C23CC4CC(CC(C4)C2)C3)n1 (stereo not drawn) | -7.5 | 0.1 | 2.6 | 11.9 | 6.1 | -1.0 | 1.0 | 6.2
CCc1ccc(NC(=O)CSc2nncn2-c2cccnc2)cc1 | -11.3 | -35.8 | -45.1 | -7.5 | -0.7 | -17.4 | 12.4 | -1.2
O=C(Nc1cc(C(F)(F)F)ccc1F)C1CCCCC1 | -6.7 | -4.3 | 2.7 | 1.8 | -6.2 | -13.6 | -3.7 | 14.6
O=C(CCCCl)NC(=S)Nc1cc(C(F)(F)F)ccc1N1CCOCC1 | 6.3 | -7.1 | -1.0 | 5.6 | 11.7 | 14.7 | 27.8 | 33.0
CCOc1ccc(NC(=O)CN2CCCC2c2cccs2)cc1S(=O)(=O)N1CCCCC1 (stereo not drawn) | -8.9 | 10.0 | 13.4 | -9.9 | 0.4 | 15.3 | 19.0 | 18.4
Cc1onc(-c2c(Cl)cccc2Cl)c1C(=O)NNc1ccccc1 | 2.6 | 34.1 | 23.3 | 8.1 | 3.1 | 2.6 | -10.7 | 18.7
Cc1cc(OCc2nn[nH]n2)c2c(-c3ccccc3)cc(=O)oc2c1 | -14.9 | -12.2 | -12.0 | -2.3 | -3.7 | 5.8 | 2.7 | -0.2
COc1cccc(C(=O)NC(=O)Nc2cc(C)on2)c1 | 5.1 | -32.1 | -73.7 | 3.5 | -4.6 | -44.3 | -5.0 | -12.1
COC(=O)c1sc(NC(=S)NC(=O)c2ccccc2)nc1C | 8.1 | -39.9 | -26.0 | -16.4 | -2.9 | -12.4 | -4.8 | 11.6
N#Cc1c2n(c3c(=S)nc[nH]c13)CCCCC2 | -7.9 | -18.3 | -2.7 | ? | -4.0 | -12.4 | -0.3 | 0.4
Cc1nn(C(=O)c2cccc([N+](=O)[O-])c2)c(C)c1Sc1ccccc1 | -3.9 | 6.7 | -1.6 | 9.8 | 0.9 | -2.3 | -0.8 | -1.9
c1ccc(-n2nc3ccccc3n2)cc1 | -19.2 | -7.8 | -13.3 | -1.3 | -4.4 | -3.1 | 2.6 | 8.1
CC(=O)c1c(C)[nH]c(C(=O)Nc2ccc(C)c(C)c2)c1C | -10.7 | -93.4 | -101.6 | 2.7 | -7.2 | -77.7 | 4.6 | 16.1
O=C(Cn1nnc(-c2ccc(F)cc2)n1)N1CCCCC1 | -1.2 | 12.9 | 9.0 | 15.0 | -9.8 | -10.4 | -7.6 | -3.7
NS(=O)(=O)c1ccc(CNC(=O)C(Cc2ccccc2)NS(=O)(=O)c2ccccc2F)cc1 (stereo not drawn) | -3.5 | 12.0 | 12.0 | -1.0 | -16.0 | 21.8 | -5.1 | 9.8
O=C(Nc1ccccc1C(=O)O)c1cccc(NC(=O)c2ccccc2Br)c1 | -2.9 | 4.7 | -2.9 | -7.1 | -7.8 | -0.2 | 4.4 | -6.2
CCOCCCn1c(=O)c(NC(=O)c2ccc(OCC)cc2)c2n(c1=S)CCCCC2 | -8.8 | -15.4 | -2.6 | -11.6 | 10.2 | 1.4 | 10.7 | 9.0
CCOc1ccc(OC(=O)NC(c2ccccc2)C(Cl)(Cl)Cl)cc1 (stereo not drawn) | -0.9 | -18.1 | 0.9 | -0.1 | 13.2 | 6.2 | 5.5 | 10.2
Cc1ccccc1CNC(=O)c1ccc2ccccc2n1 | 0.7 | -2.4 | 20.6 | 1.4 | 1.5 | -23.3 | 16.0 | 9.4
O=C1CC(c2cccc(Cl)c2)C(n2cncn2)C(=O)C1C1NCCc2ccccc21 (stereo not drawn) | -1.1 | 9.9 | 6.0 | 6.7 | -15.4 | -1.6 | 6.5 | 5.5
Cc1cccc(-c2noc(CCCC(=O)NC3CCCCC3)n2)c1 | -6.5 | 9.6 | 18.3 | 14.9 | 8.1 | -14.3 | 6.6 | 5.4
O=C(CCNS(=O)(=O)c1cccs1)NCc1ccccc1 | -1.5 | -6.4 | -8.1 | -6.3 | -7.2 | 1.0 | 3.1 | -2.9
CCOC(=O)N1CCN(C(=O)c2cn(C)c(=O)c3c2c2ccccc2n3C)CC1 | -1.4 | 4.0 | 9.9 | 16.1 | 5.8 | 1.0 | -13.7 | 8.5
CC1(c2ccc3c(c2)OCCO3)NC(=O)N(CC(=O)Nc2ccccc2)C1=O (stereo not drawn) | 2.8 | 9.1 | 23.7 | 7.4 | -7.2 | -2.2 | -7.7 | 3.1
Cc1ccc(-c2cc(C(=O)N/N=C/c3ccc(F)cc3)n[nH]2)o1 | 4.8 | 10.5 | 12.3 | 8.8 | -4.0 | -6.3 | 7.2 | 9.3
Cc1ccc(-n2nnnc2-c2cnoc2-c2cccc(F)c2)cc1 | -8.0 | -1.5 | -5.8 | -1.8 | 0.1 | 5.7 | 11.7 | 13.6
NNC(=O)Cc1csc(-c2ccccc2)n1 | 13.0 | 19.6 | -10.2 | 6.0 | -6.1 | -3.8 | -19.2 | 1.7
CC(C)(C)CC(=O)NC(=S)NCc1ccco1 | -1.7 | 7.2 | -2.0 | 1.4 | -5.6 | -6.4 | 0.5 | 10.4
COc1ccc(C2C(C#N)=C(N)Oc3n[nH]c(C)c32)cc1Cn1cc([N+](=O)[O-])cn1 (stereo not drawn) | -2.3 | -47.0 | -14.1 | -8.3 | 18.0 | 4.7 | 21.9 | 9.2
CC(C)Cn1c(N)cc(=O)n(C)c1=O | -4.3 | 1.1 | -0.8 | 21.0 | 6.5 | -7.6 | -6.2 | 0.6
COc1ccc(C(=O)NC(=S)Nc2ccc(CN3CCOCC3)cc2)cc1 | 3.0 | 5.5 | 24.3 | 3.9 | -0.3 | -8.0 | -1.2 | 13.9
CSc1nnc2n(Cc3ccccc3)c(=O)c3c4c(sc3n12)COC(C(C)C)C4 (stereo not drawn) | -8.3 | 6.4 | -22.0 | 9.4 | . | . | -1.7 | .
Cc1cc(C)c(C#N)c(N2CCN(c3ccc(F)cc3)CC2)n1 | -6.6 | -2.1 | -2.5 | 2.6 | 0.5 | 1.0 | 8.3 | 32.0
Cc1cccc(OCC(=O)Oc2ccc(Cl)cc2)c1 | 7.2 | 3.6 | 1.8 | 8.8 | -11.7 | -0.5 | -12.5 | -6.8
Cc1cc(C)n(CCN(C)Cc2nc(Cc3ccccc3F)no2)n1 | 6.1 | 6.7 | -1.4 | 3.6 | 3.8 | 5.4 | -5.3 | 0.3
CCc1sc(C(=O)N2CCN(C(=O)c3ccccc3)CC2)cc1C | -0.8 | 5.1 | 10.9 | 1.6 | 13.3 | 6.2 | 0.0 | 0.5
N#CCn1cnc2sc(-c3ccccc3)cc2c1=O | 2.2 | -22.1 | -31.5 | -5.3 | 3.9 | -33.9 | 10.2 | -5.6
COc1ccc(-c2nnc(SCC(N)=O)n2N)cc1 | 0.7 | -2.2 | -5.6 | -7.0 | -3.9 | -2.7 | -4.8 | 7.6

3 records drawn at random from those above, as already listed:
SMILES | SENP8 inh | 697 NFkB inh | Jurkat NFkB inh | UBC13 polyUb | EBI2 antag | Gli-Sufu antag | Apaf1 inhib | CCR6 antag
COc1ccc(-c2nnc(SCC(N)=O)n2N)cc1 | 0.7 | -2.2 | -5.6 | -7.0 | -3.9 | -2.7 | -4.8 | 7.6
Cc1ccc(-n2nnnc2-c2cnoc2-c2cccc(F)c2)cc1 | -8.0 | -1.5 | -5.8 | -1.8 | 0.1 | 5.7 | 11.7 | 13.6
Cc1ccc(-c2cc(C(=O)N/N=C/c3ccc(F)cc3)n[nH]2)o1 | 4.8 | 10.5 | 12.3 | 8.8 | -4.0 | -6.3 | 7.2 | 9.3

Continued:
SMILES | SENP8 inh | 697 NFkB inh | Jurkat NFkB inh | UBC13 polyUb | EBI2 antag | Gli-Sufu antag | Apaf1 inhib | CCR6 antag
O=C(NCc1ccco1)/C(=C/c1ccccc1)NC(=O)c1ccco1 | 2.8 | -6.0 | -9.5 | -1.5 | -2.4 | 25.1 | 1.4 | 9.5
CC(=O)Nc1ccc(NC(=O)COc2ccc3c(c2)CCC3)cc1 | -3.8 | 4.5 | 7.1 | 6.7 | -12.1 | 3.5 | -2.5 | 11.2
Nc1nnc(SCC(=O)c2ccc3ccccc3c2)s1 | -14.5 | -93.9 | -70.9 | -18.7 | . | -49.7 | 3.8 | 21.2
CCC1CCCCN1c1nc(-c2ccncc2)nc2ccccc12 (stereo not drawn) | 12.7 | -13.0 | -2.5 | 17.7 | 5.3 | 11.4 | 7.6 | 14.9
Cc1c(C(=O)Nc2ccc(C(=O)Nc3ccccc3)cc2)cccc1[N+](=O)[O-] | -0.2 | 0.1 | 4.4 | 2.0 | 16.0 | 37.2 | -4.1 | -2.0
O=C(COC(=O)Cc1cccc(C(F)(F)F)c1)Nc1ccc2[nH]c(=O)[nH]c2c1 | -2.0 | 18.5 | 16.6 | -1.0 | -2.4 | 1.4 | 1.3 | -8.3
COc1ccc(/C=N/NS(=O)(=O)c2ccc(C)cc2)cc1 | 1.2 | 19.2 | 15.9 | 2.4 | -8.5 | 7.4 | 0.7 | 8.4
O=C(N[C@@H](Cc1c[nH]c2ccccc12)C(=O)O)OCC1c2ccccc2-c2ccccc21 | 8.1 | 11.4 | 4.6 | -1.1 | 1.4 | -8.4 | 14.0 | -7.0
O=C(c1ccccc1-c1ccccc1)N1CCOCC1 | -7.5 | 28.9 | 19.7 | 1.6 | -4.4 | -0.5 | -8.0 | -4.4
CCc1cccc(CC)c1NC(=O)c1ccc(-n2cncn2)nc1 | -1.2 | 12.1 | 10.9 | 4.8 | -2.7 | 3.7 | -5.4 | 12.7
COc1cc(OC)cc(C(=O)NCC(=O)OC(C)C(=O)NC(C)C2CC3CCC2C3)c1 (stereo not drawn) | 13.0 | 7.7 | -4.3 | 15.9 | 19.7 | 0.5 | 5.0 | 3.0
Cc1ccc(NC(=O)COc2ccc3c(c2)OCO3)c(C)c1 | 0.9 | 2.9 | -11.0 | 15.9 | -11.7 | -14.0 | -4.8 | -1.1
COc1ccc(N(CC(=O)Nc2cc(OC)ccc2OC)S(=O)(=O)c2c(C)nn(C)c2C)cc1 | -16.0 | -19.4 | -15.8 | 2.6 | 21.7 | 1.3 | 19.0 | 9.7
CC(=O)N(c1ccccc1)c1nc(/C=C/C(=O)O)cs1 | -9.3 | -12.3 | -0.4 | -7.9 | -1.0 | -7.2 | 5.7 | -1.7
CCCCCCn1c(=O)c(C(=O)N/N=C/c2cccc(F)c2)c(O)c2ccccc21 | -7.3 | -11.2 | -11.2 | -4.2 | -1.6 | -1.1 | 2.0 | 26.3
O=C(Nc1ccc(O)c(-c2nc3ccccc3o2)c1)C1(c2ccc(Br)cc2)CCCC1 | -3.6 | -8.0 | 1.7 | 8.9 | 13.1 | -1.1 | 2.5 | -7.0
COc1ccc(C(NC(=O)CN2CCCCCC2)c2ccc(OC)cc2)cc1 | -2.9 | -6.4 | -11.9 | -4.1 | -4.9 | -8.6 | 12.6 | 10.6
O=C(Nc1ccc2nc3n(c(=O)c2c1)CCCCC3)c1ccccn1 | -2.2 | -74.9 | -94.2 | -3.9 | 1.0 | -93.9 | 6.1 | 1.1
CCOc1nc(NCCN2CCOCC2)nc(Nc2ccc(C)cc2)n1 | 3.8 | -12.9 | -15.6 | 3.7 | -2.2 | 1.9 | 2.9 | -12.2
O=C(NC1CCCCC1)C1CC=CCC1C(=O)OCC(Cl)=C(Cl)Cl (stereo not drawn) | 6.2 | 10.6 | -2.6 | -2.7 | 9.0 | 1.4 | 3.4 | 2.1
CCC1(c2ccc(F)cc2)NC(=O)N(CC(=O)N2CCN(S(=O)(=O)c3ccc(Cl)cc3)CC2)C1=O (stereo not drawn) | -3.1 | -19.6 | 10.7 | -5.9 | 0.6 | 0.7 | 11.9 | 0.9

Screening results as filed in PubChem BioAssay.

These rows are one share of the data; rates above refer to the full screens.
